Screens (PubChem BioAssay)
Pol eta inh – qHTS for Inhibitors of Polymerase Eta; recombinant Pol eta, fluorescent DNA replication assay; Potency, µM (doses to about 114 µM), for inactives: at the top dose activity change, negative = inhibition, most hits filed as inhibitors; 390,000 compounds, 1.2% hits; AID 588591, 2011; further: potency means the concentration at half of the fitted maximal effect; on the % scale 0 is the no-effect control and ±100 the full control effect
Target sequence (Q9Y253 whole entry, looked up): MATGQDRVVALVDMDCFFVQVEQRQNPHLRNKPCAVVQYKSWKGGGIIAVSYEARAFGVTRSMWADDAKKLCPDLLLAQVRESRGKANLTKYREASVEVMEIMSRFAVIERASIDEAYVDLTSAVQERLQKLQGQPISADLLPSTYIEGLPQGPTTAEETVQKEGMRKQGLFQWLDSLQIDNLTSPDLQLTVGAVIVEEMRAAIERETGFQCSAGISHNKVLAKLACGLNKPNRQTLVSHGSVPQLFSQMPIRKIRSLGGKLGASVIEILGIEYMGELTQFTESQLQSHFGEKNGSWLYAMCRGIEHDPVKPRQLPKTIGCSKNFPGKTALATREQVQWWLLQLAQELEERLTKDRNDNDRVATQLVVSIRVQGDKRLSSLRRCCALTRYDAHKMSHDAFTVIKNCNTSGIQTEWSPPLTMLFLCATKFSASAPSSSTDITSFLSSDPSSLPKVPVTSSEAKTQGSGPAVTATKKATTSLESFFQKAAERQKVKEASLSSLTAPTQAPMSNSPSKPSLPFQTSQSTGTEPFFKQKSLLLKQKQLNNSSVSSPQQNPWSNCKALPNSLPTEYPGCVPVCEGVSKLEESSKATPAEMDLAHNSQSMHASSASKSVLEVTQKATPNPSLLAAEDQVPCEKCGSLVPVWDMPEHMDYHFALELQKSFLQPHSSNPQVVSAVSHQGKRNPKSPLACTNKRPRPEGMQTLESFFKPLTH
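Pol eta at 10 nM preincubated with compounds 15 min at room temperature; reaction started with fluorescent substrate (50 nM final) and read kinetically at 0 and 10 min.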
HP1b binding inh – HTS for Inhibitors of HP1-beta Chromodomain Interactions with Methylated Histone Tails | AID 540317, 2011 | Potency, µM (top dose mostly 114 µM), inactives show at the top dose activity change, negative = inhibition, actives largely listed as inhibitors | 390,000 compounds, 0.56% hits | AlphaScreen HP1-beta / biotin-H3K9me3 peptide binding | Chromobox protein homolog 1 (Homo sapiens), P83916; further: potency means the concentration at half of the fitted maximal effect; nearly all actives have a fitted effect of over 70% in size; inactives centre near 23
Target sequence (P83916 whole entry, looked up): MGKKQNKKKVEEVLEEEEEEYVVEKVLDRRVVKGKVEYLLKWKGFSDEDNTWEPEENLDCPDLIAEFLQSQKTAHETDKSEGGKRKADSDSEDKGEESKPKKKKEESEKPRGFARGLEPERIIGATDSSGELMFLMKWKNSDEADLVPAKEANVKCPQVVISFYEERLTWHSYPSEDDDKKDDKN
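Compound inhibition of the preformed complex between 50 nM HP1-beta and 50 nM biotinylated H3K9me3 peptide was read by AlphaScreen. Buffer was PBS pH 7.4 with 0.01% Tween-20. Incubations ran 30 min at room temperature, with 10 ug/mL donor/acceptor beads.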
PI4K2A block – qHTS for small molecular inhibitors of PI4K2A; activity change, negative = inhibition, % at 76.9 µM; Phosphatidylinositol 4-kinase type 2-alpha (Homo sapiens), Q9BTU6; AID 1346378, 2018; 420,000 compounds, 0.13% hits; purified PI4K2A, ADP-Glo luminescence, 1 h; hits give low values; in the data active means activity change below about -50%; inconclusive means mostly about -30% to -49%;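 further: -100% = wells without enzyme as full effect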
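ADP-Glo luminescence measured ADP generated by PI4K2A enzyme (4 ug/mL before mixing) with 1.2 mM PI substrate (pre-mix) and 300 microM ATP (pre-mix). Tris pH7.5 buffer with MgCl2, Triton X-100; 1 h reaction at ambient temperature.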
JMJD2A Tudor – qHTS Assay for Inhibitors of JMJD2A-Tudor Domain | Lysine-specific demethylase 4A (Homo sapiens), O75164 | AlphaScreen JMJD2A-Tudor / H3K4me3 peptide binding | Potency, µM (doses to about 114 µM), inactives show at the top dose activity change, negative = inhibition, usual class: inhibitors | 390,000 compounds, 4.4% hits | AID 504339, 2011; further: potency means the concentration at half of the fitted maximal effect; on the % scale 0 is the no-effect control and ±100 the full control effect; nearly all actives have a fitted effect of over 50% in size
BAZ2B block – qHTS Assay for Inhibitors of BAZ2B | Bromodomain adjacent to zinc finger domain protein 2B (Homo sapiens), Q9UIF8 | AlphaScreen BAZ2B-H3K14Ac peptide displacement | Potency, µM (top dose mostly 114 µM), inactives show at the top dose activity change, negative = inhibition, actives largely listed as inhibitors | 360,000 compounds, 4.4% hits; further: potency means the concentration at half of the fitted maximal effect; on the % scale 0 is the no-effect control and ±100 the full control effect; nearly all actives have a fitted effect of over 60% in size
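AlphaScreen displacement of biotin-H3(5-23)K14Ac peptide (50 nM final) from BAZ2B (50 nM final) in PBS pH 7.4, 0.01% Tween-20; complex preformed 30 min RT, then compounds (top 110 uM) 30 min RT, beads 20 min dark.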
Pin1 inh – qHTS Assay to Find Inhibitors of Pin1; Peptidyl-prolyl cis-trans isomerase NIMA-interacting 1 (Homo sapiens), Q13526; Pin1 FP peptide displacement, HiFluor488, 10 min; Potency, µM (top dose mostly 115 µM), without a hit: at the highest dose activity, negative = inhibition, actives largely listed as inhibitors; 390,000 compounds, 0.009% hits; AID 504891, 2011; active means well fitted inhibition curve with a large enough effect in the polarisation, with a control signal flat, not every such curve was filed as active; inconclusive means small, poorly fitted or top-dose-only effect, or effect the other way, or a change in a side signal; inactive means no such curve, though single readings can be large or run the other way; the % refers to the polarisation; further: potency means the concentration at half of the fitted maximal effect; on the % scale 0 is the no-effect control and ±100 the full control effect
Target sequence (Q13526 whole entry, looked up): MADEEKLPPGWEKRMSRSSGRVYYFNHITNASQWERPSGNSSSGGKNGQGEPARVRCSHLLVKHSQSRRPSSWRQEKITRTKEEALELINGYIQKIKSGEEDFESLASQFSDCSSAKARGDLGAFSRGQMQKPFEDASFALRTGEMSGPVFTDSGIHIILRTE
Tb PGK inh – qHTS Assay to Find Inhibitors of Phosphoglycerate Kinase; Phosphoglycerate kinase, glycosomal (Trypanosoma brucei brucei), P07378; PGK/GAPDH coupled, Kinase-Glo luminescence, 60 min; Potency, µM (series often up to 57.5 µM), for the others: at the top dose activity change, negative = inhibition, actives largely listed as inhibitors; 380,000 compounds, 0.043% hits; further: potency means the concentration at half of the fitted maximal effect; on the % scale 0 is the no-effect control and ±100 the full control effect; nearly all actives have a fitted effect of over 60% in size
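Luminescent ATP detection (Kinase-Glo Plus) follows a 60-minute room-temperature incubation, with wells lacking PGK as controls. Buffer: 100 mM TEA (pH 7.6), 5 mM MgCl2, 0.01% Tween-20. Coupling enzyme GAPDH (100 nM final) supplies unstable 1,3-BPG in-well.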
G9a block – qHTS Assay for Inhibitors of Histone Lysine Methyltransferase G9a | Histone-lysine N-methyltransferase EHMT2 (Homo sapiens), Q96KQ7 | G9a H3K9 monomethylation, AlphaScreen, 2 h | Potency, µM (doses to about 102 µM), inactives show top-dose activity, negative = inhibition, hits mostly inhibitors | 350,000 compounds, 8.8% hits; further: potency means the concentration at half of the fitted maximal effect; on the % scale 0 is the no-effect control and ±100 the full control effect; nearly all actives have a fitted effect of over 75% in size
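Compounds were preincubated with 20 nM G9a for 15 min, after which biotinylated H3K9 peptide (500 nM) and SAM (20 uM) started a 2 h room-temperature reaction. Monomethylated product was quantified by antibody-based AlphaScreen chemiluminescence.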
GLS inh – qHTS for Inhibitors of Glutaminase (GLS); GLS enzymatic activity, qHTS titration; AID 624170, 2012; Potency, µM (series often up to 45.5 µM), for inactives: at the highest dose activity change, negative = inhibition, actives largely listed as inhibitors; Glutaminase kidney isoform, mitochondrial (Homo sapiens), O94925; 410,000 compounds, 0.21% hits; further: potency means the concentration at half of the fitted maximal effect; on the % scale 0 is the no-effect control and ±100 the full control effect
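hKGA; 45 mM KH2PO4 pH 8.2 + 0.02% Tween-20; cpd via pin tool; 1 mM Gln soln; GluOx/HRP/Amplex Red; RT 30 min; fluor. t0 & final.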
Active calls of the source: *; i = inactive; ? = inconclusive; . = no result given; & = joins results of further samples; [ ] = dose if it differs, or a comment. Unless noted, the call rests on the fitted dose curve; in most records, active means well fitted curve in the direction sought with a large enough effect; inconclusive means small, poorly fitted or top-dose-only effect, or another doubt; inactive means no such curve, though single readings can be large; an effect the other way counts as inactive or inconclusive. An excerpt; count on the stated rates, not on these rows.

SMILES | Pol eta inh | HP1b binding inh | PI4K2A block | JMJD2A Tudor | BAZ2B block | Pin1 inh | Tb PGK inh | G9a block | GLS inh
Cc1ccccc1C(=O)N1CCC(C(=O)Nc2ccccc2N2CCCC2)CC1 | -2% | -4% | 3 | -28% | 1% | -4% | 2% | 50µM* | 33%[activator]
Cc1ccc(C)c(C(=O)Nc2nc3ccccc3[nH]2)c1 | -6% | 14% | 1 | -25% | -13% | -1% | -4% | 1% | -8%
CCC1CCCCN1CCCNC(=O)c1ccc2c(c1)NC(=O)CS2 (stereo not drawn) | -19% | 44%[activator] | 10 | -24% | -2% | -13% | -9% | -4%[59 µM] | 1%
CC(C)(C)N1C(=O)Cc2c1nc(N)c1c(N)nc(N3CCCCC3CO)c(C#N)c21 (stereo not drawn) | ? | ? | ? | 50µM* | 40µM* | 14% | -1% | 7.9µM* | -8%
CC1CCN(S(=O)(=O)c2ccc(C(=O)Nc3ccccn3)cc2)CC1 | 2% | 5% | -5 | -19% | 11% | -8% | 0% | -32% | -1%
Cc1cc(-c2ccco2)n2c(nc3ccccc32)c1C#N | ? | 0% | 1 | -13%[11.4 µM] | 9% | ? | -3% | ? | 34%[activator]
O=C(Nc1ccc(F)cc1)NC1CCN(Cc2c(F)cccc2Cl)CC1 | 3% | 23% | 1 | -2% | -3% | -14% | -7% | 3% | -15%
CC[C@@]1(C(=O)OC)N[C@H](CN(C)C(=O)Nc2ccc(OC)cc2)[C@@H]2C(=O)N(Cc3ccccc3)C(=O)[C@@H]21 | -12% | 23% | 0 | -23% | . | -3% | 12% | . | 18%
O=C(CCSCCc1ccccn1)Nc1cccc([N+](=O)[O-])c1 | -15% | 2% | -3 | -23% | -2% | 23% | -3% | 2% | 0%
CCOc1ccc(NC(=S)N2CCC(c3nc4ccccc4[nH]3)CC2)cc1 | -12% | 45%[activator] | 7 | 0% | -15% | -3% | ? | 8% | 4%
Fc1ccc(Cn2cccc2C2=NC(c3ccccc3)CO2)cc1 (stereo not drawn) | -6% | 54%[activator] | -3 | -1% | . | -9% | -7% | -19% | 9%
C=CCn1cnc2c(nnn2Cc2ccc(F)cc2)c1=O | -10% | 43%[activator] | -3 | 8% | 2% | -1% | -2% | -7%[59 µM] | -5%
Cc1nc2nc(SCC(=O)NCc3ccccc3Cl)nn2c(C)c1Cc1ccccc1 | -7% | 36% | 2 | -17% | -2% | -3% | -4% | -4%[59 µM] | -2%
C/C(=N\NC(=O)CC1N=C(Cc2ccccc2)NNC1=O)c1ccc(C)cc1 (stereo not drawn) | -7% | 43%[activator] | 0 | -6% | -33% | -5% | 2% | 2%[0.501 µM] | -1%
CCOC(=O)CC(c1ccc(N)cc1)n1c(C)ccc1C (stereo not drawn) | -7% | 16% | 0 | -25% | -24% | 12% | i | -3% | 4%
Cc1nc2ccccc2c2oc(C(=O)NCCN3CCCCC3C)cc12 (stereo not drawn) | 4% | 32% | -2 | -17% | 8% | -8% | -8% | -19% | 6%
COc1ccc(/C=C(/NC(=O)c2ccc([N+](=O)[O-])cc2)C(=O)NCCCN(C)C)cc1 | -5% | 12% | 14 | -20% | -10% | 1% | -9% | -5% | 9%
O=C(NC(c1ccccc1)C(Cl)(Cl)Cl)c1ccccc1 (stereo not drawn) | 5% | 15% | 3 | -4% | 9% | 6% | 3% | 19%[59 µM] | 12%
CC(=O)NC(C)CCc1ccccc1 (stereo not drawn) | 7% | 31% | -4 | -7% | 0% | 31%[activator] | 0% | 18%[59 µM] | 4%
CCOc1cc(/C=N/NC(=O)c2cccs2)cc([N+](=O)[O-])c1O | -14% | -9% | -5 | -6%[11.4 µM] | ? | -8% | -6% | ? | -1%
O=c1oc(-c2ccccc2NS(=O)(=O)c2ccc3ccccc3c2)nc2ccccc12 | -9% | 42% | 1 | -2% | 6% | 4% | i | 9%[59 µM] | -4%
Cc1cc(=O)[nH]c(-n2ncc(C#N)c2N)n1 | -3% | 13% | -16 | 1.6µM* | . | -3% | 8% | 2.8µM* | -1%
Cc1ccccc1C(=O)Nc1sc2c(c1C(=O)N1CCC(C)CC1)CCCC2 | -18% | 23% | -3 | -13% | -19% | 0% | -2% | ? | -4%
O=C(O)c1ccc(N/N=C/c2c[nH]c3ccccc23)cc1 | -6% | 21% | -7 | -18% | ? | 0% | . | ? | 0%
O/N=C(/c1ccccc1)c1cc2cc(Br)cc(Br)c2o1 | 3% | 17% | -1 | -4% | -9% | 2% | -2% | 2% | -10%
CCCCN(CCCNC(=O)Cn1nc(CC)n2c(cc3sc(C)cc32)c1=O)Cc1ccccc1 | -9% | 12% | -3 | -17% | -20% | 8% | -3% | ? | -2%
N#Cc1ccc(S(=O)(=O)N2CCN(C(=O)c3cn(-c4ccccc4)nc3-c3cccnc3)CC2)cc1 | -15% | 24% | -4 | 2% | . | -5% | -8% | . | 1%
O=C(/C=C/c1ccc2c(c1)OCO2)NCCCN1CCOCC1 | -4% | 4% | 0 | -14% | -3% | 0% | i | -4% | 11%
CC(OC(=O)Cc1ccccc1[N+](=O)[O-])C(=O)Nc1ccc(Cl)cn1 (stereo not drawn) | -3% | -5% | 4 | -14% | 5% | -4% | 3% | ? | 0%
CC(=O)Nc1ccc(Oc2cnc3ccccc3n2)cc1 | 1% | 26% | 0 | -15% | 0% | -1% | -6% | 2%[59 µM] | -1%
O=S(=O)(c1ccc2nc(N3CCN(c4ccccc4)CC3)ccc2c1)N1CCCCC1 | 5%&-21% | 25%&45% | 2&-4 | -8%&-6% | ? | -1%&11% | 0%&2% | ? | 4%&0%
CCSc1nc2sc3c(c2c(=O)n1-c1ccc(C)cc1)CCCC3 | -10% | 19% | -5 | -18% | -1% | 18% | 5% | -6%[59 µM] | -13%
CC(C)(C)OC(=O)N1CCC(CNC(=O)c2cccs2)CC1 | -20% | 27% | 1 | -3% | 0% | -2% | -6% | 5% | 5%
CCCCNC(=O)O[C@H]1C[C@@H]2CCN3C(=O)CCC[C@H]([C@H]1Cc1ccccc1)[C@H]23 | -10% | -1% | -5 | -18% | 6% | 4% | i | . | 0%
COc1cccc(-c2cc(C(=O)NCC3CCCO3)c3cc(Br)cc(C)c3n2)c1 (stereo not drawn) | -7% | 28% | -2 | 12% | 4% | 14% | 10% | 29% | -1%
Cc1ccccc1-c1cc(C(=O)n2cccn2)c2cc(Cl)ccc2n1 | -17% | 26% | 2 | -8% | 5% | -6% | -1% | -7% | -7%
CCOc1ccccc1NC(=O)C1CCN(S(=O)(=O)c2c(C)noc2/C=C/c2ccco2)CC1 | -12% | -5% | ? | -22% | . | 64%[activator] | 7% | ? | -14%
CCCC(=O)Nc1ccc(Cl)c(NC(=O)c2ccco2)c1 | -10% | 23% | 5 | -17% | 6% | -9% | . | -2%[59 µM] | -2%
O=C(Nc1ccc(N2CCN(C(=O)c3cccs3)CC2)cc1)c1cccnc1 | 4% | 28% | -4 | -9% | -38% | 1% | 2% | 0%[59 µM] | 38%[activator]

A draw from above in order of count of non-hydrogen atoms, highest first.
SMILES | Pol eta inh | HP1b binding inh | PI4K2A block | JMJD2A Tudor | BAZ2B block | Pin1 inh | Tb PGK inh | G9a block | GLS inh
CCOc1ccccc1NC(=O)C1CCN(S(=O)(=O)c2c(C)noc2/C=C/c2ccco2)CC1 | -12% | -5% | ? | -22% | . | 64%[activator] | 7% | ? | -14%
CCCCNC(=O)O[C@H]1C[C@@H]2CCN3C(=O)CCC[C@H]([C@H]1Cc1ccccc1)[C@H]23 | -10% | -1% | -5 | -18% | 6% | 4% | i | . | 0%
Cc1ccccc1-c1cc(C(=O)n2cccn2)c2cc(Cl)ccc2n1 | -17% | 26% | 2 | -8% | 5% | -6% | -1% | -7% | -7%
CCSc1nc2sc3c(c2c(=O)n1-c1ccc(C)cc1)CCCC3 | -10% | 19% | -5 | -18% | -1% | 18% | 5% | -6%[59 µM] | -13%
CCCC(=O)Nc1ccc(Cl)c(NC(=O)c2ccco2)c1 | -10% | 23% | 5 | -17% | 6% | -9% | . | -2%[59 µM] | -2%
O/N=C(/c1ccccc1)c1cc2cc(Br)cc(Br)c2o1 | 3% | 17% | -1 | -4% | -9% | 2% | -2% | 2% | -10%
Cc1cc(=O)[nH]c(-n2ncc(C#N)c2N)n1 | -3% | 13% | -16 | 1.6µM* | . | -3% | 8% | 2.8µM* | -1%
